Bioassay records as filed in PubChem.
FXIIa inh 1536: human FXIIa protease inhibitors, primary screen, biochemical, 1536-well; Coagulation factor XII (Homo sapiens), P00748; inhibition, % at 5 µM; purified FXIIa, Boc-QGR-AMC fluorogenic substrate, 2 h; 220,000 compounds, 0.3% hits; in the data active means inhibition above about 40%;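 further: 0% = enzyme with no compound and 100% = blank without enzyme; many of its hits are not listed in these tables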
14-3-3 Bad inh: inhibitors of 14-3-3 zeta/Bad binding, primary screen, biochemical, TR-FRET, bovine 14-3-3 zeta. 14-3-3 protein zeta/delta (Bos taurus), P63103. TR-FRET 14-3-3zeta/Dy647-pBad peptide displacement, 1 h. inhibition, % at 21.7 µM. 220,000 compounds, 0.71% hits. AID 781, 2007;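 active means inhibition above about 70%, limit read from the data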;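 further: 0% = full 14-3-3 plus peptide FRET controls and 100% = background without 14-3-3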
Wee1 stabilizer: Wee1 degradation inhibitors, primary screen, cell-based, HeLa, Wee1K328M-luciferase, luminescence; reporter increase, % at 5 µM; HeLa Luc-Wee1K328M stability; 100% = proteasome inhibitor MG132 effect; AID 1321, 2008; 220,000 compounds, 1.2% hits; Wee1-like protein kinase (Homo sapiens), P30291;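 active means activation above the mean of all tested compounds plus 3 SD, set per screening run, cut at about 8.8% in these data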;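 further: cells exposed to compound for 20 h before luminescence read; 0% = DMSO alone and 100% = MG132 at 30 µM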
p97 ATPase inh: inhibitors of human p97 ATPase, primary screen, biochemical. Transitional endoplasmic reticulum ATPase (Homo sapiens), P55072. recombinant p97 ATPase, Kinase-Glo ATP luminescence, 3 h. inhibition, % at 8 µM. 220,000 compounds, 0.42% hits. AID 1481, 2009; in the data active means inhibition above about 15%;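 further: 0% = DMSO vehicle and 100% = wells lacking enzyme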
hK5 inh: human KLK5 protease inhibitors, primary screen, biochemical, 1536-well; AID 873, 2007; inhibition, % at 5 µM; 210,000 compounds, 0.59% hits; recombinant hK5, fluorogenic AMC substrate cleavage;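 active means inhibition of 40% or more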;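 further: 0% = enzyme controls without compound and 100% = no-enzyme blanks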
FXIa inh: human FXIa protease inhibitors, primary screen, biochemical, 1536-well; Coagulation factor XI (Homo sapiens), P03951; purified FXIa, Boc-Glu-Ala-Arg-AMC fluorogenic substrate; inhibition, % at 5 µM; 220,000 compounds, 0.14% hits;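 active means inhibition of at least 40%; inactive means inhibition below 40%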;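 further: fluorescence of freed AMC excited at 355 nm; 0% = enzyme without compound and 100% = no enzyme blank; many of its hits are not listed in these tables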
Target sequence (P03951 19-387 limits assumed): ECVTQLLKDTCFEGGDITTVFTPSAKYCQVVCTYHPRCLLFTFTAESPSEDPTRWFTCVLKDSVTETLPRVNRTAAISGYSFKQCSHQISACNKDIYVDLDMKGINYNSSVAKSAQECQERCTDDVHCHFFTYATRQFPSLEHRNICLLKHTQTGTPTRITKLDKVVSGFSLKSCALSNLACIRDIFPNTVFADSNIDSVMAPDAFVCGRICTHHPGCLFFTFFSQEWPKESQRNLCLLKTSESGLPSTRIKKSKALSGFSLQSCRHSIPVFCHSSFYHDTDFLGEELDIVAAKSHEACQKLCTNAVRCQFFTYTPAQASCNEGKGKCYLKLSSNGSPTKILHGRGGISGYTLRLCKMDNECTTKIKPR
Target sequence (P03951 388-625 limits assumed): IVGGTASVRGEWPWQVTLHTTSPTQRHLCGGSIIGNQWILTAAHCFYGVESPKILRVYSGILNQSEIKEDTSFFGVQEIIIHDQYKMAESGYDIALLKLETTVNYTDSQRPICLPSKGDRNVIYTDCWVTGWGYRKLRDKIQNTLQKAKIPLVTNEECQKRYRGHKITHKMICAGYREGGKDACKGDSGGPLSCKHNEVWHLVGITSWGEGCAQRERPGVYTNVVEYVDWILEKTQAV
Mdm2 ligase inh: MDM2-luciferase reporter signal enhancers, primary screen, MDM2 E3 ligase inhibitor project, cell-based, luminescence, 1536-well; cell-based MDM2 ubiquitination luciferase reporter, 2 h; 0 = plate control, 100 = twice control, blank-subtracted; signal enhancement, % at 5 µM; 210,000 compounds, 0.11% hits;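 active means signal enhancement of 30% or more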;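 further: luminescence tracks abundance of the self-degrading MDM2-luciferase fusion protein; higher signal means inhibition of MDM2 E3 ligase activity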
Target sequence (Q00987 whole entry, looked up, the tested form may be a part): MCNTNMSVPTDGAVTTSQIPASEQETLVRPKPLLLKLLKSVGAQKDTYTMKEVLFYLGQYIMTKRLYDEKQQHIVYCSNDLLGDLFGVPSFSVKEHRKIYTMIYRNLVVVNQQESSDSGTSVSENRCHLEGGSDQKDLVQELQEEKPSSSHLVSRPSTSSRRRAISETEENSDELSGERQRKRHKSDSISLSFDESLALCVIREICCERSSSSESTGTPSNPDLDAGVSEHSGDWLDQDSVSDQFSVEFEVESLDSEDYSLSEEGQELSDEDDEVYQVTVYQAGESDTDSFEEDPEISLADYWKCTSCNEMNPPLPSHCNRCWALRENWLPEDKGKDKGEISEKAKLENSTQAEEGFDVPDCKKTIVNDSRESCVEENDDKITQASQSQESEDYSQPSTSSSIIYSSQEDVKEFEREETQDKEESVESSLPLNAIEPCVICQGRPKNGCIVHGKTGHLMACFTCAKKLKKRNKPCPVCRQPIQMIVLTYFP
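Assay system: stable mammalian line carrying autodegrading MDM2–luciferase fusion reporter; amount: 2000 cells seeded into each well; buffer or medium: DMEM; benchmarks: plate control and blank wells; signal: luciferase luminescence; timing: 2 h compound exposure at 37 °C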
Rad51 HR inh: human RAD51 strand exchange inhibitors, primary screen, biochemical, fluorescence; DNA repair protein RAD51 homolog 1 (Homo sapiens), Q06609; hRad51 DNA strand exchange, fluorescence dequenching; inhibition, % at 10 µM; 200,000 compounds, 0.085% hits; AID 1385, 2008;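 active means inhibition above 40% at the single screening dose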;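 further: 0% = DMSO control wells and 100% = blanks with heterologous ssDNA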
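Test system: preformed human Rad51 ssDNA filaments; also added: Donor/quencher-labelled 47-bp dsDNA substrate; doses: 10 µM final, single point; times: 37 °C 15-min filament assembly, 30-min compound preincubation, 15-min exchange; detection: FRET fluorescence dequenching, excitation 485 nm, emission 520 nm; read-out basis: Fluorescence-based percent inhibition, control- and blank-normalised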
eIF4E 4G PPI: eIF4E–eIF4G protein interaction inhibitors, primary screen, biochemical, uHTS, TR-FRET, eIF4GI fragment | inhibition, % at 21.7 µM | 220,000 compounds, 0.37% hits | TR-FRET eIF4E-eIF4GI(517-606) binding, 2 h;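 active means inhibition above about 30%, limit read from the data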;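 further: 0% = full FRET control wells and 100% = background wells lacking eIF4GI fragment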
An asterisk follows results filed as active; x = no result given; [ ] = dose if it differs, or a comment. Not a hit list. Share with any hit: about 3.5%.

SMILES | FXIIa inh 1536 | 14-3-3 Bad inh | Wee1 stabilizer | p97 ATPase inh | hK5 inh | FXIa inh | Mdm2 ligase inh | Rad51 HR inh | eIF4E 4G PPI
O=C(CC1N=C(Cc2ccccc2)NNC1=O)N/N=C/c1ccc([N+](=O)[O-])cc1 (configuration not stated) | 3.0 | -1.6 | -1.7 | 6.8 | -1.1 | -2.7 | -8.0 | x | 3.5
O=C(Nc1ccc(Cl)c(Cl)c1)Nc1ccccc1O | 8.1 | -0.7 | -1.8 | 7.2 | -3.0 | 0.6 | -10.6 | -22.9 | -1.6
CC(C)CC(=O)c1c[nH]c(C(=O)O)c1 | 7.8 | -8.8 | -1.2 | -0.1 | 4.7 | -1.1 | -25.7 | 8.1 | -1.3
CN(C)c1cc[n+](CC(=O)c2ccc(-c3ccccc3)cc2)cc1 | 2.0 | -22.1 | 0.3 | 3.4 | -9.8 | -3.6 | -20.7 | -8.8 | 0.6
CCCCOc1ccc(C(=O)OCC(=O)Nc2cc(C)on2)cc1 | 6.3 | -19.9 | -3.1 | 1.0 | -0.3 | -1.6 | -1.5 | -10.2 | -0.5
COc1ccc(S(=O)(=O)N2CCCC(C(F)(F)F)C2)cc1 (configuration not stated) | 6.8 | 0.9 | -1.4 | 2.8 | 16.6 | 0.7 | -13.5 | 7.8 | 3.1
CN1CCN(c2c(F)cc3c(=O)c(C(=O)O)cn4c3c2OCN4C)CC1 | 3.1 | 0.1 | -0.5 | 1.1 | -1.6 | -0.3 | -14.6 | 14.6 | 2.8
O=C(NNS(=O)(=O)c1ccc(Cl)cc1)c1sccc1-n1cccc1 | 3.5 | -2.5 | 0.7 | 0.4 | -5.1 | 0.3 | -9.5 | -3.5 | 3.9
CCOc1ccc(-n2c(SCC(=O)Nc3ccc4c(c3)OCCO4)nc3c(c2=O)SCC3)cc1 | 0.0 | -6.4 | -2.3 | 3.4 | 1.7 | -13.5 | -13.9 | 2.6 | -3.0[fluorescence artefact?]
O=C(c1cnccn1)N(Cc1cccs1)C1(C(=O)NC2CCCC2)CCCCC1 | 12.5 | 0.1 | 0.9 | -10.7 | 4.7 | -5.4 | -3.4 | x | -2.1
O=c1[nH]c(CN2CCN(c3ccc(O)cc3)CC2)nc2scc(-c3ccc(Cl)cc3)c12 | 4.6 | -4.1 | 3.2 | 6.0 | -14.8 | -3.8 | -13.5 | 3.9 | 3.0
CCCC(=O)Nc1nnc(-c2ccccc2)o1 | 7.9 | -5.4 | -1.9 | 3.5 | 2.1 | -0.3 | -6.2 | x | 1.0

Some of the entries so far, with two lines to a compound:
Below each SMILES: FXIIa inh 1536, 14-3-3 Bad inh, Wee1 stabilizer, p97 ATPase inh, hK5 inh, FXIa inh, Mdm2 ligase inh, Rad51 HR inh, eIF4E 4G PPI
> CCOc1ccc(-n2c(SCC(=O)Nc3ccc4c(c3)OCCO4)nc3c(c2=O)SCC3)cc1
    0.0, -6.4, -2.3, 3.4, 1.7, -13.5, -13.9, 2.6, -3.0[fluorescence artefact?]
> O=C(c1cnccn1)N(Cc1cccs1)C1(C(=O)NC2CCCC2)CCCCC1
    12.5, 0.1, 0.9, -10.7, 4.7, -5.4, -3.4, x, -2.1
> O=c1[nH]c(CN2CCN(c3ccc(O)cc3)CC2)nc2scc(-c3ccc(Cl)cc3)c12
    4.6, -4.1, 3.2, 6.0, -14.8, -3.8, -13.5, 3.9, 3.0

Single entries from the list.
Under Rad51 HR inh, COc1ccc(S(=O)(=O)N2CCCC(C(F)(F)F)C2)cc1 (configuration not stated) is listed with 7.8
Under hK5 inh, CC(C)CC(=O)c1c[nH]c(C(=O)O)c1 is listed with 4.7

(next part)
SMILES | FXIIa inh 1536 | 14-3-3 Bad inh | Wee1 stabilizer | p97 ATPase inh | hK5 inh | FXIa inh | Mdm2 ligase inh | Rad51 HR inh | eIF4E 4G PPI
NNC(=O)c1ccc(COc2ccc3ccccc3c2)cc1 | 7.6 | -8.5 | 15.3* | 0.8 | -3.1 | -2.1 | x | 21.8 | -7.5
Cc1nc(Nc2ccc(F)cc2)nc(Nc2ccc(F)cc2)c1[N+](=O)[O-] | 5.7 | 31.6 | 4.0 | 0.6 | -1.6 | 0.1 | -6.9 | -22.9 | -14.6
CCCCN(C)C(=O)Cn1cnc2sc(C)cc2c1=O | 25.6 | 8.1 | -2.5 | 2.8 | -1.8 | 17.4 | -13.8 | -2.2 | -3.0
Cc1ccc(-c2nc(C#N)c(N3CCCCC3)o2)cc1 | 11.8 | 27.9 | 9.7* | -2.5 | -9.2 | 8.8 | -2.2 | 16.3 | -1.8
COc1cc(C(C(=O)NC2CCCCC2)N(Cc2ccco2)C(=O)c2cnccn2)cc(OC)c1OC (configuration not stated) | 11.0 | -5.3 | -0.9 | 0.0 | 3.0 | -0.8 | 4.3 | 0.5 | 2.3
COc1ccc(NC(=S)Nc2cccc(Cl)c2)cc1OC | 10.2 | -8.4 | -1.1 | 2.6 | 16.0 | 2.0 | -10.1 | 3.4 | -7.5
COc1cc2c(cc1NC(=O)CSc1ccccc1)oc1ccccc12 | 7.2 | -8.9 | -0.3 | 6.8 | -18.9 | 6.1 | x | x | -3.1[fluorescence artefact?]
CC(C)CNS(=O)(=O)c1ccc(CCC(=O)N2CCN(Cc3ccc4c(c3)OCO4)CC2)cc1 | 8.2 | 5.1 | -2.0 | -4.4 | -9.3 | 5.3 | -13.4 | 11.2 | 1.6
Cn1c(=O)c2c(=O)cc(N)[nH]c2n(C)c1=O | 10.9 | -2.9 | 3.7 | -6.4 | -15.1 | 6.2 | -19.4 | 5.5 | -2.0
CCSc1cc(N2CCCC2)nc(-c2ccccc2Cl)n1 | 1.0 | -3.7 | -3.2 | -3.5 | -13.5 | -2.8 | 3.3 | 8.9 | -1.2
COc1ccc(C(=O)NCCN2CCOCC2)cc1OC | 5.9 | -3.6 | 1.4 | 6.8 | -6.6 | 4.7 | 4.5 | -7.6 | 2.2
CCOC(=O)C(=CNc1ccc(C(F)(F)F)cc1Cl)C(=O)OCC | -2.9 | -1.0 | -1.8 | -6.0 | 4.9 | -8.3 | -9.5 | -5.7 | 5.3
Cn1c(NC(=O)C[n+]2cc(-c3ccccc3)n3c2CCC3)cc(=O)n(C)c1=O | 2.8 | 5.8 | 3.4 | -0.8 | 13.5 | 0.7 | -14.3 | -16.8 | 4.9
Cc1ccccc1-c1ccc(/C=C2/SC(N3CCOCC3)=NC2=O)o1 | -0.3 | -4.6 | -2.2 | -1.5 | 0.3 | -0.3 | -11.4 | x | -0.3
COc1cc(NC(=O)c2ccccc2F)ccc1NC(=O)c1ccccc1Cl | 1.1 | 1.6 | 4.1 | 0.4 | -6.2 | -6.8 | -16.5 | 1.1 | -0.5
Cn1nccc1C(=O)OCC(=O)Nc1nc(-c2ccccc2)cs1 | 17.0 | -5.6 | -0.6 | 4.0 | -8.2 | 1.9 | -19.2 | -2.1 | -6.5
O=C(c1ccncc1)N1CCN(C2CCCCC2)CC1 | 7.3 | 25.1 | 7.5 | 2.4 | x | -3.1 | x | x | 0.8
O=C1C2CC=CCC2C(=O)N1c1n[nH]c(Cc2ccccc2)n1 (configuration not stated) | 18.1 | -1.0[fluorescence artefact?] | -1.4 | 2.2 | 2.9 | -0.8 | -5.2 | 3.4 | -2.5[fluorescence artefact?]
CCOC(=O)/C=C1\CC(=O)Nc2nonc2N1 | 17.4 | 7.3[fluorescence artefact?] | -1.3 | 2.5 | 5.7 | 0.4 | -14.6 | -3.1 | 4.6[fluorescence artefact?]
CC(C)(C)c1csc(NC(=O)c2cccs2)n1 | -1.7 | 19.6 | 2.4 | 8.3 | 14.0 | -2.6 | -13.9 | -1.4 | 5.3
O=C(Nc1ccc(N2CCOCC2)nc1N1CCOCC1)c1cccc(C(F)(F)F)c1 | 2.1 | -2.8 | 2.3 | 2.4 | 8.3 | -10.6 | -13.2 | -18.5 | 11.2
Cn1cccc1C(C#N)c1ncc(C(F)(F)F)cc1Cl (configuration not stated) | -8.3 | -9.9 | 0.2 | 1.1 | -27.6 | -8.2 | -9.0 | 8.2 | -6.6
COc1ccc(-c2nnn(CC(=O)N(Cc3ccccc3Cl)C(C(=O)NCC3CCCO3)c3ccco3)n2)cc1OC (configuration not stated) | -7.9 | -6.5 | 3.1 | 3.9 | 1.7 | -15.5 | -17.2 | 6.4 | -13.6
CCOC(=O)c1[nH]c2ccc(OCC)cc2c1NC(=O)CN1CCCC(C)C1 (configuration not stated) | 2.6 | 2.3 | 0.7 | -2.4 | -23.6 | -9.4 | -14.1 | -5.9 | 6.5
COc1ccc(Cc2nc(-c3ccc(NC(=O)c4cccnc4)cc3)no2)cc1 | 6.0 | 10.5 | 0.7 | -5.6 | -2.5 | -2.3 | -16.0 | 15.8 | 1.4
CC1Cc2ccccc2N1C(=O)CCn1c(=O)sc2ccccc21 (configuration not stated) | 10.4 | -0.8 | x | x | 1.7 | 3.9 | 0.9 | -0.8 | -9.1
O=C(NCCCN1CCN(c2ccccc2F)CC1)C1CCCN(S(=O)(=O)c2cnc[nH]2)C1 (configuration not stated) | 18.7 | 6.5 | 3.0 | 3.0 | 2.3 | 5.8 | -42.7 | x | -5.6
Cc1coc2cc3oc(=O)c4c(c3cc12)CCC4 | 20.0 | -2.1 | -2.2 | 0.9 | -22.9 | 4.6 | 0.6 | x | -21.2
Cc1cc(=O)n2[nH]c(N)c(N=Nc3ccccc3F)c2n1 | 10.4 | -32.6 | -1.8 | 2.4 | -7.9 | 5.1 | 2.1 | 7.4 | 4.7
CC(C)CC(=O)N1CCN(S(=O)(=O)c2ccc(Cl)cc2)CC1 | 7.1 | 9.1 | -4.1 | -6.9 | 0.8 | -3.4 | -1.4 | 1.9 | 0.5
CCN(CC)C(=O)CN1C(=O)NC2(CCc3ccccc3C2)C1=O (configuration not stated) | 6.0 | -13.6 | 1.1 | 0.4 | -5.9 | -0.3 | -5.5 | 21.8 | 6.7
CCOC(=O)C(NC(=O)c1ccccc1)=C(C)C | 10.2 | 6.0 | 0.7 | -3.2 | 3.0 | 0.6 | -10.6 | 2.8 | -3.9
CN(C)C(=O)CSc1nc2ccccc2n1Cc1ccccc1 | 14.3 | 0.0 | 1.9 | 1.7 | -14.4 | 6.8 | 8.0 | -2.3 | 23.3
c1ccc(-c2cc(-c3ccccc3)on2)cc1 | 4.9 | -11.3 | 6.1 | 2.4 | -4.5 | -2.2 | -37.6 | 15.3 | -2.3
CCOc1ccc(-c2n[nH]c(C)c2-c2ccccc2OC)c(O)c1 | -3.6 | 3.6 | 1.0 | -10.0 | 5.3 | -2.5 | -17.5 | 2.9 | 1.9
Cc1noc2ncnc(N3CCCC3)c12 | 5.7 | -15.7 | -1.7 | 2.8 | -4.0 | -1.8 | -15.2 | 14.6 | -1.0
